High-throughput results (PubChem)
MCF10A rerep: induces DNA re-replication in MCF 10a normal breast cells; MCF 10A DNA re-replication, Hoechst nuclear intensity, 48 h; hit rate 2.9% among 350,000; Potency, µM (titrated, usually from 46.1 µM), without a hit: at the top dose activity, positive = re-replication, actives largely listed as activators; note: potency is the fitted concentration of half-maximal effect; % of control where 0% means no effect; nearly all actives have a fitted effect of over 50% in size
ATXN2 expr inh: ATXN2 expression inhibition; Potency, µM (top dose mostly 57 µM), without a hit: at the highest dose activity change, negative = inhibition, usual class: inhibitors; HEK-293 ATXN2-luciferase reporter, luminescence, 24 h; hit rate 0.72% among 360,000; note: potency is the fitted concentration of half-maximal effect; % is set by controls: 0 for no effect and ±100 for the full control effect; nearly all actives have a fitted effect of over 55% in size
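ATXN2-luciferase reporter cells (luciferase flanked by upstream and downstream ATXN2 gene portions) were treated 24 h at 37 °C with compounds at up to 57 uM. SteadyGlo luminescence gave expression; GF-AFC fluorescence gave viability.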
SW480 rereplic: DNA re-replication induction in SW480 cells | SW480 DNA re-replication, Hoechst DNA content imaging, 48 h | Potency, µM (top dose mostly 46.1 µM), for the others: at the highest dose re-replication activation, actives largely listed as activators | hit rate 1.8% among 340,000; note: potency is the fitted concentration of half-maximal effect; % of control where 0% means no effect; nearly all actives have a fitted effect of over 55% in size
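Hoechst fluorescence of nuclei (405 nm excitation, 500-530 nm emission) measured by plate-scanning imager after 48 hr compound exposure at 37 C; re-replication scored as increased number of nuclei with elevated intensity.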
KB-3-1 tox: kills parental KB-3-1 adenocarcinoma cells; KB-3-1 viability, CellTiter-Glo ATP luminescence, 72 h; Potency, µM (titrated, usually from 46.1 µM), inactives show at the top dose activity change, negative = cytotoxic, usual class: cytotoxic; hit rate 1.4% among 400,000; AID 1347075; note: potency is the fitted concentration of half-maximal effect; % is set by controls: 0 for no effect and ±100 for the full control effect; nearly all actives have a fitted effect of over 60% in size
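KB-3-1 cells, DMEM (no phenol red) + 10% FBS; compound by pin transfer, 72 h, 37 °C. Readout: CellTiter-Glo luminescence after 10 min. Data normalized, curve-fitted.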
HT1080 IDH1KD tx: kills HT-1080 cells with IDH1 knockdown. hit rate 2% among 360,000. Potency, µM (series often up to 46.1 µM), without a hit: at the top dose activity, negative = toxicity, actives largely listed as cytotoxic. HT-1080 IDH1 knockdown viability, ATP luminescence, 48 h;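 note: potency is the fitted concentration of half-maximal effect; 0% = DMSO wells and -100% = cell-free medium wells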
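% activity derives from luminescence (CellTiter-Glo), normalised to DMSO and no-cell wells. HT-1080-IDH1KD cells, 750/well, had 48 h compound exposure at 37 °C.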
HT1080NT lethal: kills 2HG-producing HT-1080-NT fibrosarcoma cells; HT-1080-NT fibrosarcoma viability, CellTiter-Glo ATP luminescence, 48 h; AID 686970; Potency, µM (doses to about 46.1 µM), without a hit: at the highest dose activity, negative = less viability, most hits filed as cytotoxic; hit rate 1.6% among 360,000;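 note: NT is the 2HG producing partner of a matched IDH1 knockdown line; potency is the fitted concentration of half-maximal effect; 0% = DMSO-treated cells and -100% = media-only wells without cells; nearly all actives have a fitted effect of over 55% in size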
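Viability by CellTiter-Glo luminescence after 48 h compound exposure at 37C of HT-1080-NT cells (750/well, RPMI, 5% FBS). % activity scaled between DMSO wells and medium-only wells, then curve-fitted and categorized by curve class.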
KB-V1 MDR tox: kills drug-selected multidrug resistant KB-V1 cells. KB-V1 MDR cells viability, CellTiter-Glo, 72 h. Potency, µM (doses to about 46.1 µM), without a hit: top-dose activity change, negative = cytotoxicity, most hits filed as cytotoxic. hit rate 3.4% among 400,000; note: potency is the fitted concentration of half-maximal effect; % is set by controls: 0 for no effect and ±100 for the full control effect; nearly all actives have a fitted effect of over 60% in size
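KB-V1 MDR subline cells in DMEM (phenol-red free, 10% FBS) exposed to compounds in qHTS concentration series for 72 h at 37 degrees C. Viability read by CellTiter-Glo luminescence; concentration-effect curves fitted after normalization and correction.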
WRN inhibitor: blocks human WRN helicase; Potency, µM (series often up to 114 µM), for inactives: top-dose activity change, negative = inhibition, usual class: inhibitors; AID 651768; hit rate 0.46% among 360,000; WRN helicase unwinding, fluorescent forked duplex, kinetic; Q14191; note: potency is the fitted concentration of half-maximal effect; % is set by controls: 0 for no effect and ±100 for the full control effect; nearly all actives have a fitted effect of over 55% in size
Target sequence (Q14191 whole entry, looked up): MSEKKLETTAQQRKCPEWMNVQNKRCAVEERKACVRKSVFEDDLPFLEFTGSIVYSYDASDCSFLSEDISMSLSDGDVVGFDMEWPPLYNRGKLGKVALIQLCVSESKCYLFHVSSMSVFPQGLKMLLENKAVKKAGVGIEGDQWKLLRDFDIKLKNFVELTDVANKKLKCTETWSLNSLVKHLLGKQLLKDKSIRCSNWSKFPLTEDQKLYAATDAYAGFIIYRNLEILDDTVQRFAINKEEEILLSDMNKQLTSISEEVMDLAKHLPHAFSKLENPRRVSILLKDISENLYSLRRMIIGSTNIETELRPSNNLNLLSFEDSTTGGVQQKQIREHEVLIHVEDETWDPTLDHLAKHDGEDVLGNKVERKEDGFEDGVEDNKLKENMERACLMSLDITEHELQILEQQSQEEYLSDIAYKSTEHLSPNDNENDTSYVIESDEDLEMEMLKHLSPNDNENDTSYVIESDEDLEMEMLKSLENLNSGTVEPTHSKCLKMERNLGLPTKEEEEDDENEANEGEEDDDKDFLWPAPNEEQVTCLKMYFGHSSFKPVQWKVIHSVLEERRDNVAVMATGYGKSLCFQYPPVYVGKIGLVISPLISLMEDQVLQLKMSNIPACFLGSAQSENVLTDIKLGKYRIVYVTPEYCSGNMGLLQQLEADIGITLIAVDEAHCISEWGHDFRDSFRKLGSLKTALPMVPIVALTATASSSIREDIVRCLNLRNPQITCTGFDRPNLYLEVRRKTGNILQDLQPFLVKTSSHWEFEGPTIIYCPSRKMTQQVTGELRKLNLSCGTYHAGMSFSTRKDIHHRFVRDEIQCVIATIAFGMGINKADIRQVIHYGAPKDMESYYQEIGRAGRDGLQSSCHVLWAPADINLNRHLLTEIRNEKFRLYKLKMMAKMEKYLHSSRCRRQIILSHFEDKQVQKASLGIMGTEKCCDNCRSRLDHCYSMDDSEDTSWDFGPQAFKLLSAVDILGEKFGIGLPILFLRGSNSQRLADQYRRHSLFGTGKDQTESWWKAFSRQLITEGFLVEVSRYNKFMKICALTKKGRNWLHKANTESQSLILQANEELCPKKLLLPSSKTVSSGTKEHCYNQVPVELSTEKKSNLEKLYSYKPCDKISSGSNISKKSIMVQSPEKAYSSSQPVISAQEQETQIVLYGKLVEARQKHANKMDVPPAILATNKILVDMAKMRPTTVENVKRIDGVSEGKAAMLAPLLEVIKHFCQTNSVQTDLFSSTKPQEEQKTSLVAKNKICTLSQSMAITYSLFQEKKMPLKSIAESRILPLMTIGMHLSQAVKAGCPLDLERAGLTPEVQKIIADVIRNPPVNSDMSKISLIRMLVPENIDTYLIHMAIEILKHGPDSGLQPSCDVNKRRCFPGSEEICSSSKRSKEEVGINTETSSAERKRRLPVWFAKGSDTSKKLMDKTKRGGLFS
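Kinetic fluorescence helicase assay: unwinding of a quenched forked DNA duplex (100 nM final) with 2 mM ATP final raises red fluorescence (525/598 nm). Compounds sat 15 min at room temperature with 20 nM WRN beforehand.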
IL-1B inflam inh: inflammasome signaling inhibition, IL-1 beta readout. hit rate 4.7% among 360,000. AID 743279. activity change, % at 57.5 µM. THP-1 LPS/ATP IL-1B secretion, AlphaLISA, 16 h; hits give low values; in the data active = activity change below about -50%; inconclusive = mostly about -30% to -49%; note: % is set by controls: 0 for no effect and ±100 for the full control effect
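Secreted IL-1B measured by AlphaLISA bead assay after 16 h compound exposure of THP-1 cells; compounds (final up to 57.5 uM) added 1 h before LPS (250 ng/mL) and ATP (1.25 mM) stimulation; lower signal means less secretion.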
* marks the source's active call; other numbers are inactive results; ? = inconclusive; . = no result given; [ ] = another dose, or the depositor's remark. Unless noted, calls come from the whole dose curve; as a rule, active = well fitted curve in the direction sought with a large enough effect; inconclusive = small, poorly fitted or top-dose-only effect, or another doubt; inactive = no such curve, though single readings can be large; an effect the other way counts as inactive or inconclusive. Not a hit list; any-hit rate near 12%.

SMILES	MCF10A rerep	ATXN2 expr inh	SW480 rereplic	KB-3-1 tox	HT1080 IDH1KD tx	HT1080NT lethal	KB-V1 MDR tox	WRN inhibitor	IL-1B inflam inh
CN(C)c1ncnc2c1ncn2[C@H]1CN(Cc2ccccc2)C[C@@H](CO)O1	.	5%	.	0%	5%	?	4%	1%	5
COc1ccc(-c2cc(C(=O)N3CC4(C)CC3CC(C)(C)C4)no2)cc1OC (stereo not drawn)	?	-11%	-6%	-2%	-2%	8%	21µM*	-4%	-2
COc1ccc2[nH]c3c(C)c4ccncc4c(C)c3c2c1	-45%[inhibitor]	2µM*	-7%	18µM*	18µM*	23µM*	8.2µM*	?	-100*
COc1ccc(N2CCN(C(c3cccs3)C(C)NC(=O)c3ccco3)CC2)cc1 (stereo not drawn)	-1%	3%	7%	-12%	-24%	-4%	?	-6%	-19
CCN1CCN(CC(O)COCc2cc(OC)c(OC)c(OC)c2)CC1 (stereo not drawn)	6%	4%	-3%	9%	13%	16%	3%	-19%	11
CCOC(=O)C(C(=O)Nc1nccs1)C1CCCCC1 (stereo not drawn)	3%	-17%	-3%	2%	-11%	-1%	-12%	0%	56
Clc1ccc(OCc2nc(-c3ccncc3)no2)cc1	1%	35%[activator]	-9%	-5%	0%	1%	0%	-13%	-1
COc1ccc(-n2nc3c(c2NC(=O)COc2ccccc2F)CS(=O)(=O)C3)cc1	1%	6%	0%	7%	4%	0%	-9%	-21%	14
Cc1ccc(NC(=O)CCn2cnc3ccccc3c2=O)cc1	-29%	10%	-21%	-3%	10%	-7%	7%	2%	-17
O=C(NCCc1ccccc1)c1ccc2nc(N3CCOCC3)sc2c1	5%	23%	-11%	23%	4%	-2%	0%	-6%	8
Cc1cccc(C)c1OCC(=O)Nc1ccc2c(c1)C(=O)NC2=O	2%	1%	-6%	24%	14%	9%	10%	-4%	11
CC1CCCC(NC(=O)COC(=O)c2ccccc2C(=O)N(C)C2CCCCC2)C1C (stereo not drawn)	.	.	.	-7%	-15%	-15%	-16%	8%	-17
O=C(C[n+]1cc(-c2ccccc2)n2c1CCC2)c1cccs1	-29%	-7%	-5%	?	-17%	-1%	?	10%	18
Cc1c(Cl)cnc(NC(=O)COC(=O)c2cccc(S(=O)(=O)N3CCc4ccccc4C3)c2)c1Cl	1%	-4%	-5%	3%	4%	6%	2%	-28%[57.1 µM]	13
COc1ccc(-c2nc3ccccc3c(=O)n2CCc2ccc(O)cc2)cc1	-4%	.	-7%	-9%	-3%	-15%	-9%	4%	-13
Cc1ccc(C(=O)N(CCN(C)C)CC2CCCN(Cc3ccccc3F)C2)cc1C (stereo not drawn)	?	-11%	5%	-13%	?	-24%	?	-31%	?
CC(=O)O[C@@H]1[C@H](OC(=O)CC(C)C)c2c(ccc3ccc(=O)oc23)OC1(C)C	7%	-4%	-10%	0%	7%	7%	28%	-9%	-2
O=C1C(Cl)=C(Nc2ccccc2)C(=O)c2ccccc21	4.1µM*	?	?	?	2%	2%	?	-6%	-107*
COc1cc(OC)cc(C(=O)Nc2ccc3c(c2)n(C)c(=O)n3C)c1	10%	4%	?	?	13%	3%	-14%	0%	-25
O=C(NCCCN1CCN(c2ccccc2F)CC1)C1CCC(=O)N1C1CCCCC1 (stereo not drawn)	-20%	-7%	?	2%	-1%	-14%	-1%	1%	1

Entries listed above printed as active in IL-1B inflam inh.
| SMILES | SW480 rereplic | WRN inhibitor | IL-1B inflam inh |
| --- | --- | --- | --- |
| COc1ccc2[nH]c3c(C)c4ccncc4c(C)c3c2c1 | -7% | ? | -100* |
| O=C1C(Cl)=C(Nc2ccccc2)C(=O)c2ccccc21 | ? | -6% | -107* |

(cont.)
SMILES	MCF10A rerep	ATXN2 expr inh	SW480 rereplic	KB-3-1 tox	HT1080 IDH1KD tx	HT1080NT lethal	KB-V1 MDR tox	WRN inhibitor	IL-1B inflam inh
CCOc1cc(C(=O)N2CCC(CC3CC(c4cccc(Br)c4)=NO3)(C(=O)NCC3CCCCC3)CC2)cc(OCC)c1OCC (stereo not drawn)	14%	-9%	11%	-1%	1%	1%	3%	8%	?
OC1(c2ccccc2)CC(c2ccccc2)c2ccccc2O1 (stereo not drawn)	225%	?	?	?	?	?	?	-13%	-99*
COc1ccc(S(=O)(=O)NCc2ccc3c(c2)OCO3)cc1C	13%	0%	8%	12%	-8%[9.24 µM]	-21%	-5%	-3%[57.1 µM]	-3
CCOc1ccc2oc(=O)cc(C)c2c1	-4%	7%	-3%	13%	10%	7%	-14%	-2%	-14
COc1cc(NC2c3ccccc3C(=O)N2Cc2ccc3c(c2)OCO3)cc(OC)c1 (stereo not drawn)	-1%	-5%	1%	4%	4%	-16%	8%	-7%	?
CC(=O)Nc1sc(NC(=O)c2ccc(C)cc2)nc1-c1cccs1	17%	-3%	-2%	6%	-16%	-9%	8%	0%	-7
O=C1CC(c2ccccc2)CC(O)=C1C=NCCc1ccccc1 (stereo not drawn)	-1%	5%	-6%	-1%	-4%	-4%	-13%	8%	-18
COc1ccc(-c2nc(-c3ccccc3)ncc2S(C)(=O)=O)cc1	-32%[inhibitor]	-15%	-2%	0%	1%	12%	-19%	5%	17
C=CCN1C(=O)SC(Cc2cccc(OC)c2O)C1=O (stereo not drawn)	-13%	-2%	13%	?	13%	15%	-1%	-3%	-5
CC1CCN(C(=O)c2ccc(S(=O)(=O)N3CCCC3)cc2)CC1	19%	-3%	-4%	1%	1%	-9%	0%	7%	16
CC(Oc1ccc2c(-c3ccccc3)cc(=O)oc2c1)C(=O)N1CCOCC1 (stereo not drawn)	?	-9%	-27%	-10%	-2%	-3%	-1%	5%	-7
Cc1c(C(=O)Nc2ccncc2)oc2c1C(=O)CC(C)(C)C2	5%	1%	-8%	-12%	3%	-14%	22%	-10%	10
O=C(Cc1ccccc1)NCc1ccc2c(c1)OCO2	-7%	16%	18%	0%	-3%	-4%	5%	4%	0
CCOc1ccccc1NC(=O)CSc1nnnn1-c1ccc(C(=O)OC)cc1	13%	-3%	0%	8%	-4%	14%	-2%	-4%	18
COc1ccc(OC)c(S(=O)(=O)Nc2cccc3ccccc23)c1	-1%	-27%	-8%	-8%	-11%	-19%	-13%	-18%	18
N#Cc1ccc(C(=O)Nc2cc(S(=O)(=O)Nc3ccc(Cl)cc3)ccc2N2CCCCC2)cc1	1%	-5%	0%	-1%	-13%	-8%	-6%	-21%	34
CCOC(=O)CC1C(=O)NCCN1S(=O)(=O)c1cccc(C(F)(F)F)c1 (stereo not drawn)	-12%	4%	3%	.	6%	4%	.	-3%	18
CCOC(=O)c1ccccc1NC(=O)Cc1c(C(=O)O)n(C)c2ccccc12	-3%	0%	-11%	11%	4%	-1%	3%	-8%	-10
CCOC(=O)c1cc2oc(C)cc2n1CC(=O)OC1CCCCC1	-2%	-10%	0%	0%	1%	5%	?	-2%	-16
CSc1cccc(-n2c(C)cc(C(N)=O)c2C)c1	9%	1%	-4%	15%	1%	2%	-8%	1%	7
CCOC(=O)c1ccc(N(CCC2CO2)S(=O)(=O)c2ccc(C)cc2)cc1 (stereo not drawn)	-1%	-5%	0%	-1%	-5%	-2%	21µM*	?	-19
ON=C1C2CC=C(c3ccccc3)C1CCC2 (stereo not drawn)	3%	1%	-3%	-6%	3%	-1%	?	0%	-58*
COCCNC(=S)NC12CC3CC(CC(C3)C1)C2	-4%	-9%	2%	15%	-20%	-5%	-2%	10%[57.1 µM]	3
CN(C)S(=O)(=O)c1ccc(NC(=O)c2cccnc2)cc1	3%	4%	7%	2%	22%	21%	14%	1%	-3
COc1ccccc1OCCSc1nc2ccccc2n1CCC(=O)O	8%	6%	9%	18%	15%	17%	17%	7%	0
Clc1ccc(C(Cn2ccnc2)OCc2c(Cl)cccc2Cl)c(Cl)c1 (stereo not drawn)	4.6µM*	?	?	-12%	?	16µM*	?	-8%	0
Cc1ccc2c(c1)c1c(n2C)C(=O)CCC1	-2%	-33%	1%	0%	13%	14%	-5%	3%	0
Cc1cc(NC(=O)CN2C(=O)NC(C)(c3ccccc3Cl)C2=O)no1 (stereo not drawn)	-2%	2%	-4%	10%	1%	6%	14%	8%	27
Cc1nc2ccccc2c(=O)n1NCc1cccs1	7%	6%	1%	-8%	-1%	-17%	-22%	2%	7
CCNC(=O)C1(C)CCN(Cc2ccccc2-c2ccccc2)C1 (stereo not drawn)	.	2%	.	0%	11%	22%	1%	6%	16
O=C(NCCC1CCCCN1S(=O)(=O)c1ccccc1)C(=O)NCCN1CCOCC1 (stereo not drawn)	2%	-1%	1%	10%	7%	0%	19%	7%	1
Cc1nc2cc(C(F)(F)F)ccc2n1CCNc1nc(-c2ccc(F)cc2)cs1	4%	-2%	?	-6%	0%	8%	-8%	-4%	12
CCSC1=C(C#N)C(c2cccc(OC)c2)CC(=O)N1 (stereo not drawn)	-1%	-10%	-7%	0%	0%	-1%	18%	-20%	-7
Cc1ccc(N(C(=O)Cn2nnc(-c3ccc(C)o3)n2)C(C(=O)NC2CCCC2)c2ccncc2)cc1 (stereo not drawn)	-3%	-20%	9%	-17%	-5%	5%	-18%	-5%	91
CCCS(=O)(=O)c1c(S(=O)(=O)CCC)c2cnccn2c1C(=O)c1ccc(F)cc1	-4%	5%	-4%	5%	-1%[9.24 µM]	-22%	?	-4%[57.1 µM]	-7

Fetched by structure from the entries so far:
SMILES	MCF10A rerep	ATXN2 expr inh	SW480 rereplic	KB-3-1 tox	HT1080 IDH1KD tx	HT1080NT lethal	KB-V1 MDR tox	WRN inhibitor	IL-1B inflam inh
CCN1CCN(CC(O)COCc2cc(OC)c(OC)c(OC)c2)CC1 (stereo not drawn)	6%	4%	-3%	9%	13%	16%	3%	-19%	11
CC(=O)Nc1sc(NC(=O)c2ccc(C)cc2)nc1-c1cccs1	17%	-3%	-2%	6%	-16%	-9%	8%	0%	-7
